Screens as filed in PubChem.
MCF10A rerep: A quantitative high throughput screen for small molecules that induce DNA re-replication in MCF 10a normal breast cells. MCF 10A DNA re-replication, Hoechst nuclear intensity, 48 h. 2.9% of 350,000 active. AID 624296, 2012. Potency, µM (titrated, usually from 46.1 µM), for inactives: at the highest dose activity, positive = re-replication, hits mostly activators; also: potency is read from the fitted curve at half-maximal effect; % of control where 0% means no effect; nearly all actives have a fitted effect of over 50% in size
IL1B secr inh: qHTS for Inhibitors of Inflammasome Signaling: IL-1-beta AlphaLISA Primary Screen | activity change, % at 57.5 µM | 4.7% of 360,000 active | AID 743279, 2014 | THP-1 LPS/ATP IL-1B secretion, AlphaLISA, 16 h; active compounds read low; in the data active = activity change below about -50%; inconclusive = mostly about -30% to -49%; also: % is scaled to controls: 0 for no effect and ±100 for the full control effect
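Secreted IL-1B measured by AlphaLISA bead assay after 16 h compound exposure of THP-1 cells; compounds (final up to 57.5 uM) added 1 h before LPS (250 ng/mL) and ATP (1.25 mM) stimulation; lower signal means less secretion.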
KB-3-1 cytotox: qHTS assay for MDR1-selective chemotherapeutics: Primary screen using the parental adenocarcinoma cell KB-3-1. KB-3-1 viability, CellTiter-Glo ATP luminescence, 72 h. Potency, µM (titrated, usually from 46.1 µM), for inactives: top-dose activity change, negative = cytotoxic, most hits filed as cytotoxic. 1.4% of 400,000 active. AID 1347075, 2019; also: potency is read from the fitted curve at half-maximal effect; % is scaled to controls: 0 for no effect and ±100 for the full control effect; nearly all actives have a fitted effect of over 60% in size
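Multi-concentration cytotoxicity screen in KB-3-1 cells grown in DMEM lacking phenol red with 10% FBS. After 72 h at 37 °C with compound, ATP-dependent luminescence was recorded.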
HT1080NT lethal: qHTS for induction of synthetic lethality in tumor cells producing 2HG: qHTS for the HT-1080-NT fibrosarcoma cell line | Potency, µM (doses to about 46.1 µM), for the others: top-dose activity, negative = less viability, hits mostly cytotoxic | HT-1080-NT fibrosarcoma viability, CellTiter-Glo ATP luminescence, 48 h | 1.6% of 360,000 active;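 also: NT is the 2HG producing partner of a matched IDH1 knockdown line; potency is read from the fitted curve at half-maximal effect; 0% = DMSO-treated cells and -100% = media-only wells without cells; nearly all actives have a fitted effect of over 55% in size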
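750 cells/well, RPMI + 5% FBS; 2 h settle, compound pin-transfer, 48 h at 37 degrees C. CellTiter-Glo 10 min RT, luminescence. Normalized to DMSO and media-only wells.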
HT1080 IDH1KD tx: qHTS for induction of synthetic lethality in tumor cells producing 2HG: qHTS for the HT-1080-IDH1KD cell line | HT-1080 IDH1 knockdown viability, ATP luminescence, 48 h | 2% of 360,000 active | Potency, µM (series often up to 46.1 µM), for the others: top-dose activity, negative = toxicity, hits mostly cytotoxic;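 also: potency is read from the fitted curve at half-maximal effect; 0% = DMSO wells and -100% = cell-free medium wells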
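CellTiter-Glo luminescence after 48 h compound exposure at 37 degrees C of IDH1-knockdown HT-1080 cells in 5% FBS RPMI. %Activity scaled between DMSO wells and cell-free media wells, with curves fitted and assigned curve classes.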
ATXN2 expr inh: Primary qHTS for Inhibitors of ATXN expression. HEK-293 ATXN2-luciferase reporter, luminescence, 24 h. Potency, µM (titrated, usually from 57 µM), for the others: at the top dose activity change, negative = inhibition, usual class: inhibitors. 0.72% of 360,000 active. AID 1745845, 2022; also: potency is read from the fitted curve at half-maximal effect; % is scaled to controls: 0 for no effect and ±100 for the full control effect; nearly all actives have a fitted effect of over 55% in size
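ATXN2-luciferase reporter cells (luciferase flanked by upstream and downstream ATXN2 gene portions) were treated 24 h at 37 °C with compounds at up to 57 uM. SteadyGlo luminescence gave expression; GF-AFC fluorescence gave viability.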
HepG2 tox: qHTS for Inhibitors of TGF-b: Cytotox Counterscreen; HepG2 CAGA-GFP viability, ATP luminescence, 18 h; Potency, µM (series often up to 46.1 µM), for inactives: top-dose activity change, negative = cytotoxicity, actives largely listed as cytotoxic; 0.76% of 410,000 active; AID 588856, 2011; also: potency is read from the fitted curve at half-maximal effect; some results filed as inactive show a strong effect at the top dose
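HepG2 CAGA-GFP cells (1000/well, DMEM with 1% FBS) received compound, then TGF-beta at 500 pg/mL final, and were incubated 18 hours at 37 degrees C. Viability was read by CellTiter-Glo luminescence. Media-only wells were set as complete cell-killing and DMSO as no toxicity.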
SW480 rerep: A quantitative high throughput screen for small molecules that induce DNA re-replication in SW480 colon adenocarcinoma cells | 1.8% of 340,000 active | SW480 DNA re-replication, Hoechst DNA content imaging, 48 h | AID 624297, 2012 | Potency, µM (doses to about 46.1 µM), for the others: at the highest dose re-replication activation, actives largely listed as activators; also: potency is read from the fitted curve at half-maximal effect; % of control where 0% means no effect; nearly all actives have a fitted effect of over 55% in size
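Treated cells incubate 48 hr (37 C, 5% CO2), are stained 40 min with Hoechst, and nuclear fluorescence is enumerated; a rise in nuclei with high DNA signal marks re-replication.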
S2 tox: Viability Counterscreen for Primary qHTS for Inhibitors of ATXN expression. S2 cells (HEK-293 line with an ATXN2-luciferase reporter) viability, CellTiter-Fluor protease fluorescence, 24 h. Potency, µM (titrated, usually from 56.7 µM), usual class: cytotoxic. 0.49% of 400,000 active; also: potency is read from the fitted curve at half-maximal effect; nearly all actives have a fitted effect of over 40% in size
* marks the source's active call; other numbers are inactive results; i = inactive; ? = inconclusive; · = not tested or not shown; & = joins results of further samples; [ ] = remark or other dose. Unless noted, calls follow the shape of the dose curve; as a rule, active = well fitted curve in the direction sought with a large enough effect; inconclusive = small, poorly fitted or top-dose-only effect, or another doubt; inactive = no such curve, though single readings can be large; an effect the other way counts as inactive or inconclusive. No enrichment for hits. About 8.9% of those tested had a hit in this group.

#1 Cc1ccc2[nH]c(CSc3nnc(NC(=O)c4ccccc4F)s3)cc(=O)c2c1
#2 C/C(=C1/SC(=S)N(CCC(=O)O)C1=O)c1ccc(O)cc1
#3 CSc1nnc(N2C(=O)C(O)=C(C(=O)c3ccco3)C2c2ccccc2)s1 (stereo unspecified)
#4 O=C(NCCS(=O)(=O)N1CCN(c2ccccc2F)CC1)c1ccc(Br)o1
#5 COc1cc(C#Cc2c(-c3cncn3C)n(C)c3ccc(-c4cnc(N5CCOCC5)nc4)cc23)cc(OC)c1
#6 CN1CCN(CCCNC(=O)CN2C(=O)COc3ccccc32)CC1

Assay by compound	1	2	3	4	5	6
MCF10A rerep	·	5%	2%	0%	27%	0%
IL1B secr inh	·	35	48	-8	?	-3
KB-3-1 cytotox	0%	-4%	2%	18%	-4%	2%
HT1080NT lethal	·	-5%	10%	-6%	-10%	0%
HT1080 IDH1KD tx	·	0%	5%	3%	-5%	8%
ATXN2 expr inh	4%	-8%	·	-15%	?	-15%
HepG2 tox	-1%	-14%	-27%	-1%	-16%	0%
SW480 rerep	·	-6%	?	3%	30%	-1%
S2 tox	i	i	i	i	i	i

#7 CC(C)c1ccc(N2C(=O)CSC23C(=O)N2CCCc4cccc3c42)cc1 (stereo unspecified)
#8 CCc1ccccc1NC(=O)C1CCN(C(=O)c2cccs2)CC1
#9 COc1ccccc1CC(=O)Nc1ccc2nc(Nc3cccc(C(F)(F)F)c3)cc(C)c2c1
#10 O=C(c1c(F)cccc1F)N1CCCC(c2nc(-c3ccc(Cl)cc3)no2)C1 (stereo unspecified)
#11 CCOC(=O)c1cccc(NS(=O)(=O)c2cc(-c3cnc(C)o3)ccc2OC)c1
#12 Clc1ccc(-c2nc(-c3cnccn3)no2)cc1

Assay by compound	7	8	9	10	11	12
MCF10A rerep	-5%	-13%	·	?	·	?
IL1B secr inh	-5	13	·	0	·	-6
KB-3-1 cytotox	10%	6%	?	18µM*	0%	0%
HT1080NT lethal	4%	1%	·	-25%	·	-2%
HT1080 IDH1KD tx	0%	5%	·	-19%	·	-11%
ATXN2 expr inh	-6%	3%	0%	?	-8%	-26%
HepG2 tox	-16%	-2%	-33%	-34%	-14%	-16%
SW480 rerep	-11%	4%	·	-10%	·	-7%
S2 tox	i	i	i	i	i	i

8 structures already listed, ordered by molecular weight, highest first.
#5 COc1cc(C#Cc2c(-c3cncn3C)n(C)c3ccc(-c4cnc(N5CCOCC5)nc4)cc23)cc(OC)c1
#9 COc1ccccc1CC(=O)Nc1ccc2nc(Nc3cccc(C(F)(F)F)c3)cc(C)c2c1
#4 O=C(NCCS(=O)(=O)N1CCN(c2ccccc2F)CC1)c1ccc(Br)o1
#11 CCOC(=O)c1cccc(NS(=O)(=O)c2cc(-c3cnc(C)o3)ccc2OC)c1
#10 O=C(c1c(F)cccc1F)N1CCCC(c2nc(-c3ccc(Cl)cc3)no2)C1 (stereo unspecified)
#7 CC(C)c1ccc(N2C(=O)CSC23C(=O)N2CCCc4cccc3c42)cc1 (stereo unspecified)
#8 CCc1ccccc1NC(=O)C1CCN(C(=O)c2cccs2)CC1
#2 C/C(=C1/SC(=S)N(CCC(=O)O)C1=O)c1ccc(O)cc1

Assay by compound	5	9	4	11	10	7	8	2
MCF10A rerep	27%	·	0%	·	?	-5%	-13%	5%
IL1B secr inh	?	·	-8	·	0	-5	13	35
KB-3-1 cytotox	-4%	?	18%	0%	18µM*	10%	6%	-4%
HT1080NT lethal	-10%	·	-6%	·	-25%	4%	1%	-5%
HT1080 IDH1KD tx	-5%	·	3%	·	-19%	0%	5%	0%
ATXN2 expr inh	?	0%	-15%	-8%	?	-6%	3%	-8%
HepG2 tox	-16%	-33%	-1%	-14%	-34%	-16%	-2%	-14%
SW480 rerep	30%	·	3%	·	-10%	-11%	4%	-6%
S2 tox	i	i	i	i	i	i	i	i

Other entries follow:
#13 COc1ccc(-c2nnc(SCC(=O)Nc3cc(F)ccc3C)o2)cc1
#14 O=C(CC(SCCO)c1ccc([N+](=O)[O-])cc1)c1ccco1 (stereo unspecified)
#15 CCN(CCCNC(=O)c1cc2c(=O)n(C)c3ccccc3c2s1)c1ccccc1
#16 C=CC[C@H](CC(=O)N[C@H](CO)Cc1ccccc1)C(=O)N[C@@H](COC(=O)[C@H](CC=C)CC(=O)OC(C)(C)C)Cc1c[nH]c2ccccc12
#17 CC(=O)c1nnn(-c2ccccc2C#N)c1C
#18 Cc1nc(N/N=C/c2ccc(Br)cc2)cc(N2CCOCC2)n1

Assay by compound	13	14	15	16	17	18
MCF10A rerep	2%	16%	·	0%	2%	?
IL1B secr inh	8	?	·	-16	6	-18
KB-3-1 cytotox	9%	21µM*	6%	?	13%	12%
HT1080NT lethal	10%	0%	·	?	13%	0%
HT1080 IDH1KD tx	20%	-4%	·	?	3%	-15%
ATXN2 expr inh	22%	·	-1%	?	-12%	-31%
HepG2 tox	5%	-55%	-13%	-25%	12%	-78%
SW480 rerep	-4%	26%	·	12%	0%	?
S2 tox	i	i	i	?	i	·

#19 CC(=O)Nc1cccc(NC(C)=O)n1
#20 COc1ccc(NC(=O)C2CCCNC2)cc1OCC(C)C (stereo unspecified)
#21 CC(=O)N(C)c1ccc(NC(=O)c2cnn(C)c2)cc1
#22 COc1ccc(CNC(=O)CN2C(=O)C(c3ccccc3)Oc3cccnc32)cc1 (stereo unspecified)
#23 O=C(OCC(=O)N1CCN(C(=O)c2ccco2)CC1)c1cc(-c2cccc(Br)c2)nc2ccccc12
#24 O=C(Nc1cccc(F)c1)C1C2C=CC3(CN(CCCN4CCOCC4)C(=O)C13)O2 (stereo unspecified)

Assay by compound	19	20	21	22	23	24
MCF10A rerep	3%	27%	6%	?	?	1%
IL1B secr inh	-17	-28	12	-9	-67*	9
KB-3-1 cytotox	-8%	?	0%	0%	-20%	7%
HT1080NT lethal	2%	-25%	11%	0%	-16%	2%
HT1080 IDH1KD tx	0%	?	5%	-5%	-18%	13%
ATXN2 expr inh	6%	-11%	11%	29%	?	8%
HepG2 tox	-13%	-22%	-11%	-23%	-9%	-1%
SW480 rerep	3%	10%	0%[9.22 µM]	23%	10%	-9%
S2 tox	i	i	i	i	?	i

#25 CCCCCc1cc(=O)oc2c(C(CCN(CC)CC)c3ccc(N(C)C)cc3)c(OC)cc(OC)c12 (stereo unspecified)
#26 C/C(=N\NC(=O)CN(c1ccc(C)cc1)S(C)(=O)=O)c1cccs1
#27 O=C(CSc1nnc2c(n1)[nH]c1ccccc12)Nc1cccc(S(=O)(=O)N2CCOCC2)c1
#28 Cc1cc(N2CCOCC2)nc2ccc(NC(=O)C3CCCCC3)cc12
#29 CC(C)NC(=O)CN1C(=O)CSc2ccc(S(=O)(=O)N3CCCC3)cc21
#30 O=C(C(Cc1ccccc1)N1C(=O)C2C3CCC(C3)C2C1=O)N1CCCCC1 (stereo unspecified)

Assay by compound	25	26	27	28	29	30
MCF10A rerep	-2%	4%	18%	·	0%	10%
IL1B secr inh	0	-4	0	·	3	-14
KB-3-1 cytotox	?	21%	-1%	?	-6%	5%
HT1080NT lethal	18µM*	6%	-3%	·	1%	4%
HT1080 IDH1KD tx	-25%	14%	-6%	·	6%	0%
ATXN2 expr inh	?	-11%	-10%	2%	13%	2%
HepG2 tox	-109%	-11%	-11%	0%&16%	-12%	3%
SW480 rerep	2%	1%	1%	·	-3%	1%
S2 tox	25µM*	i	i	i	i	i

#31 O=C(CN1CCN(c2cccc(Cl)c2)CC1)Nc1ccc([N+](=O)[O-])cc1C(=O)Nc1ccccc1F
#32 CCOC(=O)c1c(NC(=O)CN2CCN(C(=O)c3ccco3)CC2)sc(C(N)=O)c1C
#33 CCc1nnc(NC(=O)CSc2nc(N)c(NC(=O)c3ccc(OC)cc3)c(=O)[nH]2)s1
#34 COc1ccc(CNC(=O)c2cccc(C)c2[N+](=O)[O-])cc1
#35 CCN(CC)CCCNC(=O)Cc1csc2nc(-c3ccc(Cl)cc3)cn12
#36 COc1ccc(Cl)cc1NC(=O)CCc1ccccc1

Assay by compound	31	32	33	34	35	36
MCF10A rerep	5%	5%	7%	-42%[inhibitor]	·	3%
IL1B secr inh	16	-11	i	0	·	0
KB-3-1 cytotox	-7%	1%	-8%	0%	-3%	-8%
HT1080NT lethal	15%	-1%	0%	1%	·	0%
HT1080 IDH1KD tx	12%	-4%	7%	-6%	·	-1%
ATXN2 expr inh	·	·	3%	6%	13%	-2%
HepG2 tox	3%	1%	0%	-7%	-24%	-15%
SW480 rerep	-10%	-1%	-25%	-49%[inhibitor]	·	-2%
S2 tox	i	i	i	i	?	i

#37 O=C(NCc1ccccc1)C(c1ccccc1)N(Cc1ccc2c(c1)OCO2)C(=O)Cc1cccs1 (stereo unspecified)
#38 Cc1cccc(NC(=O)CN2C(=O)N/C(=C\c3ccccc3OCc3ccc(C(=O)O)cc3)C2=O)c1
#39 Cc1cccc(CCN2C(N(C)C)=NC[C@@H]2CC(C)C)c1
#40 O=C(OCC(=O)C12CC3CC(CC(C3)C1)C2)c1ccc(O)cc1
#41 Cc1cc(NS(=O)(=O)c2ccc(NC(=O)/C=C/c3cccc(Cl)c3)cc2)no1

Assay by compound	37	38	39	40	41
MCF10A rerep	?	0%	22%	11%	-2%
IL1B secr inh	-26	-4	-1	-8	-11
KB-3-1 cytotox	-22%	19%	1%	-3%	·
HT1080NT lethal	-18%	-5%	-14%	-7%	-5%
HT1080 IDH1KD tx	-28%	-8%	-17%	0%	-7%
ATXN2 expr inh	-37%	-4%	-8%	·	8%
HepG2 tox	-7%	1%	-15%	-105%	-35%
SW480 rerep	5%	-69%[inhibitor]	-10%	1%	-4%
S2 tox	i	i	i	i	i
